High-throughput results: PubChem BioAssay, Sanford-Burnham Center for Chemical Genomics
Apaf-1 inh: blocks human Apaf-1 apoptosome activity; O14727; reconstituted apoptosome caspase-3 activity, DEVD-Rh110 fluorescence; 0.71% of 330,000 active; inhibition, % at 20 µM; active = inhibition of at least 40% at 20 µM;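 also: plate controls were DMSO wells for no effect and DEVD-CHO caspase inhibitor wells for full effect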
Target sequence (O14727 whole entry, looked up): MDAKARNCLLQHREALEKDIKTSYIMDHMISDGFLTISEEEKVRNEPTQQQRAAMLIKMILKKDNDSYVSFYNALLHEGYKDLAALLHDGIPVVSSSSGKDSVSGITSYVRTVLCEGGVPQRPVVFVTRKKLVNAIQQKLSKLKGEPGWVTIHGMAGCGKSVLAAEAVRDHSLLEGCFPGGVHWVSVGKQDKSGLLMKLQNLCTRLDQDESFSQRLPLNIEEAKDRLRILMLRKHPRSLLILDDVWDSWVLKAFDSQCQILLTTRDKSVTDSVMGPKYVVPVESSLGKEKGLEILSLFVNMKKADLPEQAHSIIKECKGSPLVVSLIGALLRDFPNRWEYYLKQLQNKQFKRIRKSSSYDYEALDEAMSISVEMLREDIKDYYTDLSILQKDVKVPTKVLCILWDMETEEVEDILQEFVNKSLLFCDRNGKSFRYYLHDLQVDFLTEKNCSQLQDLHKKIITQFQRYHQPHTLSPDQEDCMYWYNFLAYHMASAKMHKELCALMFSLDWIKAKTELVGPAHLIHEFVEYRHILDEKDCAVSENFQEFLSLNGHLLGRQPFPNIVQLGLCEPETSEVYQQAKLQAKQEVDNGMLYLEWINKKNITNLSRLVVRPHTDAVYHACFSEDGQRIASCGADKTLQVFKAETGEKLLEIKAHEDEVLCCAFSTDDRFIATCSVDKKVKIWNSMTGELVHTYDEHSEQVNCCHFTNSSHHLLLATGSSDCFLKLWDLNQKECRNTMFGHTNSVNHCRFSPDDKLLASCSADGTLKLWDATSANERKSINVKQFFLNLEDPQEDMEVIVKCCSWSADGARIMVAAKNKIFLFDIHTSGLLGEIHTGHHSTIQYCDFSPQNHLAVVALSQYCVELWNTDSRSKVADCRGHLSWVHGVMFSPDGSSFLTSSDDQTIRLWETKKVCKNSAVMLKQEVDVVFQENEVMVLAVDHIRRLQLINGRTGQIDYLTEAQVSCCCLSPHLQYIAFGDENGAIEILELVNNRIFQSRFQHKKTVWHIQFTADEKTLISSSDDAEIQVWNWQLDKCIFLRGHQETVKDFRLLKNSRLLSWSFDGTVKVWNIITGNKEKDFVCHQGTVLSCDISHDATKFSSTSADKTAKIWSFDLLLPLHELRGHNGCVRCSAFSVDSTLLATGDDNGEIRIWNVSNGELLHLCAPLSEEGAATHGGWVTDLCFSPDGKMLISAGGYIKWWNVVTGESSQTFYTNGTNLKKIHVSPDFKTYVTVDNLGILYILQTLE
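detection = Rh110 fluorescence intensity | test system = biochemical Apaf-1 apoptosome reconstitution | also added = cytochrome c and DEVD-Rh110 substrate | schedule = 30 min plus 50 min, RT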
697 NFkB inh: inhibitors of the PMA/ionomycin-induced NF-kB reporter in 697 B cells | 0.33% of 330,000 active | 697 B-cell NF-kB luciferase reporter, 16 h | inhibition, % at 4 µM; in the data active = inhibition above about 35%
UBC13 inh: human UBC13 polyubiquitination inhibition | AID 485273 | inhibition, % at 20 µM | UBC13 polyubiquitin chain formation, TR-FRET | 0.47% of 330,000 active | P61088; in the data active = inhibition above about 45%, passing the limit was not always enough
CCR6 antagonist: blocks CCL20-driven beta-arrestin recruitment at human CCR6; P51684; CHO-K1 CCR6 PathHunter beta-arrestin, luminescence, CCL20-stimulated; inhibition, % at 20 µM; 0.49% of 340,000 active; AID 493098;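 active = compounds whose inhibition of the agonist-driven luminescence signal at 20 µM reaches about 50%, limit read from the data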;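 also: cells stimulated with CCL20 at 14 nM final; plate controls were DMSO with CCL20 for no effect and DMSO without agonist for full effect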
EBI2 block: EBI2 (human) antagonism | P32249 | EBI2 beta-arrestin recruitment, luminescence, 7a,25-OHC stimulated | inhibition, % at 5 µM | 0.81% of 360,000 active | AID 651636; in the data active = inhibition above about 38%;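 also: enzyme fragment complementation signal reports receptor beta-arrestin coupling in cells; 0% = agonist plus DMSO wells and 100% = wells without agonist; some results beyond the cut were filed as inactive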
Gli-Sufu antag: blocks Gli-Sufu signaling in a luciferase reporter. Sufu-KO-LIGHT fibroblasts, Gli luciferase reporter luminescence. inhibition, % at 5 µM. 0.74% of 340,000 active;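 active = inhibition above about 55%, limit read from the data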;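 also: 0% = DMSO-treated cells and 100% = wells with medium but no cells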
SENP8 block: inhibitors of human SENP8 protease. 1.2% of 330,000 active. AID 2540. Q96LD8. purified SENP8, Z-RLRGG-aminoluciferin cleavage, luminescence. inhibition, % at 10 µM
Jurkat NFkB inh: lowers PMA/ionomycin-induced NF-kB signal in Jurkat cells; PMA/ionomycin-induced NF-kB luciferase reporter, luminescence; inhibition, % at 4 µM; 0.53% of 330,000 active; AID 435003
An asterisk follows results filed as active; · = no result given. Rule as the data show it, unless noted: active = inhibition above about 50%; inactive = the rest.

SMILES	Apaf-1 inh	697 NFkB inh	UBC13 inh	CCR6 antagonist	EBI2 block	Gli-Sufu antag	SENP8 block	Jurkat NFkB inh
O=C1CCCC2=C1C(c1ccc(Cl)cc1)C1C(=O)c3ccccc3C1=N2 (stereo unspecified)	1	9	-50	43	4	2	1	-4
Cc1ccc(Nc2nnc(SCc3ccccc3)s2)cc1	1	-16	5	17	37	-23	0	-20
COc1ccc(C(CC(=O)Nc2ncccc2C)N2Cc3ccccc3C2=O)cc1OC (stereo unspecified)	10	-3	-2	3	4	-7	-12	-18
O=C(COc1ccc(Cl)cc1)NN=C1CCCCCCC1	-9	6	10	6	36	18	-11	20
C#CCOCCOCCOCCNc1nc(N2CCN(C(=O)CCCCCCCCCCNC(=O)[C@H]([C@@H](C)CC)n3cc(CCCCCN)nn3)CC2)nc(N2CCN(C(=O)CCCCCCCCCCNC(=O)[C@H](CO)n3cc(CCCCCN)nn3)CC2)n1	71*	-19	120*	-12	3	39	-9	-12
CC(C)c1ccc(OCC(=O)Nc2c3c(nn2C(C)(C)C)CS(=O)(=O)C3)cc1	1	-15	-9	20	-8	2	-13	1
COc1ccc(/C=C(\C#N)C(=O)c2cccn2C)cc1	3	7	0	16	-2	-2	69*	12
COc1cccc(OC)c1C(=O)NC(=S)Nc1ccc2oc(=O)ccc2c1	2	-23	-2	3	-7	0	2	-10
O=C(Nc1ccccc1O)c1cccc(NC(=O)c2ccco2)c1	-4	-4	4	-4	2	3	-7	-8
CC(C)c1ccccc1OCC(=O)Nc1ccccc1C(=O)N1CCOCC1	-6	11	-4	15	-12	6	-4	11
CC(C)Oc1ccc(C2CC(=O)NC2=O)cc1 (stereo unspecified)	-15	-3	-9	5	-1	-4	-6	-4
COc1ccc(N2CCN(c3nc4c(C)cccn4c(=O)c3/C=C(\C#N)C(N)=O)CC2)cc1	22	3	9	12	10	9	-5	8

Of the compounds above, two have four or more nitrogen atoms.
SMILES	Apaf-1 inh	697 NFkB inh	UBC13 inh	CCR6 antagonist	EBI2 block	Gli-Sufu antag	SENP8 block	Jurkat NFkB inh
C#CCOCCOCCOCCNc1nc(N2CCN(C(=O)CCCCCCCCCCNC(=O)[C@H]([C@@H](C)CC)n3cc(CCCCCN)nn3)CC2)nc(N2CCN(C(=O)CCCCCCCCCCNC(=O)[C@H](CO)n3cc(CCCCCN)nn3)CC2)n1	71*	-19	120*	-12	3	39	-9	-12
COc1ccc(N2CCN(c3nc4c(C)cccn4c(=O)c3/C=C(\C#N)C(N)=O)CC2)cc1	22	3	9	12	10	9	-5	8

One compound at a time, from the list above:
`COc1cccc(OC)c1C(=O)NC(=S)Nc1ccc2oc(=O)ccc2c1` is listed as Apaf-1 inh: 2; 697 NFkB inh: -23; UBC13 inh: -2; CCR6 antagonist: 3; EBI2 block: -7; Gli-Sufu antag: 0; SENP8 block: 2; Jurkat NFkB inh: -10
`O=C(Nc1ccccc1O)c1cccc(NC(=O)c2ccco2)c1` is listed as Apaf-1 inh: -4; 697 NFkB inh: -4; UBC13 inh: 4; CCR6 antagonist: -4; EBI2 block: 2; Gli-Sufu antag: 3; SENP8 block: -7; Jurkat NFkB inh: -8

Remaining list, next part:
SMILES	Apaf-1 inh	697 NFkB inh	UBC13 inh	CCR6 antagonist	EBI2 block	Gli-Sufu antag	SENP8 block	Jurkat NFkB inh
CCC(Sc1nnnn1-c1ccccc1)C(=O)Nc1nc2ccccc2s1 (stereo unspecified)	21	-33	-1	12	-1	21	2	2
Cc1ccc(Cn2ncc(C)c2N)o1	-2	1	-9	9	5	-10	-1	13
Cc1ccc(-c2nc3ncccc3o2)cc1NC(=O)c1ccccc1	-16	7	-3	5	-5	0	-3	1
Cc1ccc2oc(C(=O)N3CCN(CC(=O)NC(C)C)CC3)c(C)c2c1	2	2	-2	-9	8	5	0	-1
O=C(CSc1nnc2sc3ccccc3n12)NCc1ccc2c(c1)OCO2	9	-18	-3	-1	-2	-17	4	4
Cc1cc(C)n(CCCNC(=O)c2ccc(C)c(S(=O)(=O)N3CCOCC3)c2)n1	-5	19	3	-2	-6	-11	6	11
Oc1oc(-c2ccccc2)nc1C=Nc1ccccc1	1	-26	5	14	12	-28	-6	-27
Cc1nnc(NCc2ccncc2)c2ccccc12	4	2	2	-16	-23	51	1	5
CC(NC(=O)COC(=O)C1CCCCC1)c1ccccc1 (stereo unspecified)	2	1	-7	-3	5	2	0	0
Cc1ccc(C)c(OCc2cc(C(=O)N3C[C@@H](C)O[C@@H](C)C3)no2)c1	9	-130	-4	-5	12	-22	-1	-100
CCC(=O)c1cn(CC(=O)Nc2ccccc2F)c2ccccc12	6	-19	2	2	2	4	-5	7
CC1CCCCN1C(=O)c1c(Cl)cnn1C (stereo unspecified)	4	19	6	6	-2	4	10	0
Cc1ccc(NC(=O)COC(=O)C2CC(=O)N(Cc3ccccc3)C2)cc1F (stereo unspecified)	-3	-4	2	19	-6	0	-7	5
Cc1ccc(N(CC(=O)Nc2cc(Cl)ccc2Oc2ccccc2)S(C)(=O)=O)cc1C	10	10	2	11	23	0	-7	-9
CCOC(=O)[C@@H]1[C@H]2COc3cc(OC)ccc3[C@H]2N2C(=O)N(c3cccc(C)c3)C(=O)[C@]12C	10	-4	5	16	3	-2	0	4
O=C(NCCCn1ccnc1)c1cc2ccccc2o1	-5	8	-7	7	-1	4	5	0
COc1ccc2[nH]cc(C(=O)CN3CCCCC3)c2c1	-8	11	5	9	-1	1	-9	10
O=[N+]([O-])c1cccc(/C=N/Nc2nc(N3CCCCC3)nc(N3CCCCC3)n2)c1	14	10	-1	13	15	37	3	6
O=c1c2ccccc2c(C=Nc2cccc(S(=O)(=O)NCc3ccco3)c2)c(O)n1-c1ccc(Cl)cn1	28	34	-1	15	20	18	-6	1
O=C(c1ccc(-n2cnnn2)cc1)N1CCCCC1	3	-29	-6	12	-6	0	3	-3
Cc1cccc(N2CCN(C(=O)NC3CCCCC3)CC2C)c1 (stereo unspecified)	2	-5	-2	7	-10	30	-6	4
O=C1NC(=O)C(Cc2cccc(Oc3ccccc3)c2)S1 (stereo unspecified)	9	9	2	-6	-8	-3	22	2
CCC(=O)c1cc(F)c(N2CCN(S(=O)(=O)c3ccccc3)CC2)cc1C	14	-27	-3	12	21	-8	-8	1
O=C(CCc1ccccc1)NNC(=O)Cc1ccc(Cl)cc1	-6	7	-4	10	-4	-7	6	-8
CN(Cc1ccccc1C#N)S(=O)(=O)c1cccs1	5	-17	0	12	3	-9	-4	7
O=C(Nc1ccncc1)c1cncc(Br)c1	-7	-27	-5	3	1	-9	6	-28
CCc1cc(C(=O)NNC(=S)NCc2ccccc2)cs1	-14	0	4	9	-2	-1	4	-5
CO/N=C(/CNC(=O)c1ccccc1Cl)c1ccc(Cl)cc1	6	15	-2	9	2	2	-10	-18
O=C(Nc1ccccc1)C1CC(=O)N(C2CCCCC2)C1 (stereo unspecified)	3	-6	2	10	-1	5	-1	-4
O=S(=O)(Nc1cccc(-c2cn3c(n2)SCC3)c1)c1ccc(F)cc1F	6	-23	2	0	4	-4	-13	-2
COc1ccc(CNCCC(c2ccccc2)c2ccc3c(c2)OCO3)cc1 (stereo unspecified)	-3	17	10	25	2	7	4	9
O=C(N=Nc1c(O)[nH]c2ccccc12)c1cc(NS(=O)(=O)c2cccs2)cc(NS(=O)(=O)c2cccs2)c1	2	-1	-10	5	1	2	1	-7
CC(CC(=O)Nc1ccc(F)cc1F)S(=O)(=O)c1ccc2c(c1)NC(=O)CO2 (stereo unspecified)	-3	-17	-2	4	-13	-15	2	4
O=C(CC1C(=O)NCCN1C(=O)Nc1ccccc1)Nc1cc(Cl)ccc1Cl (stereo unspecified)	1	12	5	-8	9	5	-4	-1
O=C(COC(=O)COc1ccccc1)NC1CCCc2ccccc21 (stereo unspecified)	-5	-2	6	-1	-11	-4	1	1
CC1=CC(=C(C#N)C#N)c2ccccc2N1C	-6	35	-2	14	4	12	0	6
Cc1nc(C(=O)N2CCCC(Nc3ccc(C)c(C)c3)C2)cs1 (stereo unspecified)	-6	7	5	5	-1	23	1	14
CCOc1cc(C)nc(N2CCC(C(=O)Nc3ccccc3OCC)CC2)n1	2	-23	-2	6	7	5	-1	-9
COCCNC(=S)N1CCN(C)CC1	-3	0	5	-11	1	2	-5	12
COc1ccc(NC(=O)c2ccccc2Oc2ccccc2)c(OC)c1	8	19	11	19	6	7	-8	-15
COc1ccc(S(=O)(=O)N(C)CC(=O)Nc2ccccc2C(F)(F)F)cc1Cl	-13	26	6	0	3	3	-1	6
CSCCC(NC(=O)c1ccc(Cl)cc1)C(=O)OCC(=O)c1ccc[nH]1 (stereo unspecified)	12	3	-9	6	-15	-4	-14	-8
COC(=O)c1ccc(S(=O)(=O)NC(C)(C)C)n1C	-22	6	0	7	-2	3	0	-6
COc1ccc(C(=O)NNC(=O)Cc2ccc([N+](=O)[O-])cc2)cc1	2	-16	-2	6	-3	-4	2	11
COC(=O)Cc1ccc(NC(=O)c2ccc(Br)o2)cc1	6	2	2	8	15	-4	26	-59
O=C(Nc1ccc(S(=O)(=O)C(F)F)cc1)c1ccc2c(=O)n3c(nc2c1)CCC3	9	-11	2	17	0	11	-9	26
COc1cccc(NC(=O)N2CCCC2C(=O)Nc2ccc3c(c2)OCCO3)c1 (stereo unspecified)	-15	21	3	-15	6	8	1	-6
COc1ccc(C2=NN(C(=O)c3ccncc3)C(c3ccccc3O)C2)cc1 (stereo unspecified)	12	3	-4	8	9	3	7	-16
O=C(OCC(=O)N1CCN(c2ccccc2)CC1)c1ccncc1	7	1	-3	12	0	4	-4	0
CC(=O)N1c2ccccc2CCc2ccc([N+](=O)[O-])cc21	1	-57	-14	1	-9	-1	0	-30
CCCn1c(=O)[nH]c(=O)c2c1nc(-c1cccs1)n2CCOC	-1	2	9	-3	3	-5	4	-7
O=C(COc1ccc2ccc(=O)oc2c1)NC1CCCCC1	-1	1	-12	7	-1	-6	-6	0
Cc1nc2ccccc2nc1OCC(=O)Nc1ccccc1	-8	18	-3	0	-1	5	1	3
O=C(NNc1cccc(Cl)n1)Nc1ccccc1Cl	1	4	-6	4	-8	1	-6	-12
Fc1cccc(/C=N/NC(=S)Nc2ccccc2Cl)c1	5	-94	-13	16	-15	-53	-10	-49
CC1=C(C(=O)N(C)C)C(c2ccc(N3CCOCC3)cc2)NC(=O)N1 (stereo unspecified)	-5	5	10	6	-1	-4	4	-5
CC(C)(C)c1ccc(OCCNC(=S)NC(=O)c2cccnc2)cc1	25	-25	-1	-9	-4	-39	-2	-3
CC(=O)NCCCc1nc2ccccc2n1Cc1ccccc1C	-3	-15	-14	-7	-12	3	-13	-12
Cc1cccc(CSCc2ccc(C(=O)O)o2)c1	8	-12	4	8	2	-2	-19	-2
CC1(C)CC(=O)C(CC2=C(O)CC(C)(C)CC2=O)C(=O)C1	1	-20	-9	-33	-17	-8	-1	5
New compounds follow
SMILES	Apaf-1 inh	697 NFkB inh	UBC13 inh	CCR6 antagonist	EBI2 block	Gli-Sufu antag	SENP8 block	Jurkat NFkB inh
O=C(NC1(C(F)(F)F)N=C2SCCN2C1=O)c1cccnc1 (stereo unspecified)	1	-12	48*	14	-15	-4	-2	-1
COc1ccc(NCC(=O)N/N=C/c2cc([N+](=O)[O-])ccc2N2CCCC2)cc1	10	20	-37	23	-1	2	6	-4
CC1(c2ccc(NC(=O)c3ccccc3F)cc2)CC1(Cl)Cl (stereo unspecified)	11	-142	8	11	9	-86	-7	-113
Cc1ccc(S(=O)(=O)N2CCCCC2)cc1C(=O)N(C)CC(=O)Nc1ccc(Cl)c(C(F)(F)F)c1	9	-25	-2	-11	25	25	6	14
Cn1c(NC(=O)c2ccc(Br)o2)cc(=O)n(C)c1=O	-5	-14	-9	-8	-18	2	2	5
O=C1OCCN1C(=O)[C@H]1[C@H](c2ccc(Cl)cc2)C(c2ccccc2)=NN1c1ccccc1	30	-14	·	7	13	-5	·	·
CC(=O)c1cc(OC(=O)c2ccncc2)ccc1OC(=O)c1ccncc1	-4	25	30	6	6	0	-3	25
CC(=O)c1ccc(NC(=O)CSc2nnc(-c3ccoc3C)n2Cc2ccccc2)cc1	3	-1	11	12	14	15	0	7
Cc1ccc(C(=O)Oc2cccnc2)cc1[N+](=O)[O-]	-15	11	6	15	-8	-5	8	-2
CSCCC(C(=O)N1C[C@]2(C)C[C@H]1CC(C)(C)C2)N1C(=O)c2ccccc2C1=O (stereo partly specified)	11	0	4	-5	-2	-1	3	2

Not all compounds are listed; rates above refer to the full screens.
